p53null 32C tox: qHTS Screen for Compounds that Selectively Target Cancer Cells with p53 Mutations: Cytotoxicity of p53 Null Cells at the Permissive Temperature. H1299-neo p53 null cells, ATP luminescence, 24 h, 32C. Potency, µM (series often up to 46.1 µM), for inactives: at the highest dose activity change, negative = cytotoxicity, usual class: cytotoxic. 0.62% of 55,000 active;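 further: potency means the concentration at half of the fitted maximal effect; 0% = DMSO only and -100% = full killing by 100 µM tamoxifen; nearly all actives have a fitted effect of over 55% in size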
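AC50 values derive from Hill modelling of qHTS concentration-response data (up to 46 uM) in H1299-neo cells. Cells were treated 24 h at 32C following overnight attachment at 37C; viability was read as cellular ATP.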
NTMT1 inhibitor: Primary qHTS for Inhibitors of N-terminal methyltransferase 1 (NTMT1): MTaseGlo Assay; AID 1645870, 2021; 2.5% of 59,000 active; Potency, µM (series often up to 114 µM), for inactives: at the top dose activity change, negative = inhibition, hits mostly inhibitors; NTMT1 MTase-Glo SAH luminescence, purified enzyme; N-terminal Xaa-Pro-Lys N-methyltransferase 1 (Homo sapiens), Q9BV86;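 further: potency means the concentration at half of the fitted maximal effect; plate controls were DMSO vehicle for no effect and no enzyme for full effect; nearly all actives have a fitted effect of over 65% in size; many of its hits are not listed in these tables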
Target sequence (Q9BV86 whole entry, looked up): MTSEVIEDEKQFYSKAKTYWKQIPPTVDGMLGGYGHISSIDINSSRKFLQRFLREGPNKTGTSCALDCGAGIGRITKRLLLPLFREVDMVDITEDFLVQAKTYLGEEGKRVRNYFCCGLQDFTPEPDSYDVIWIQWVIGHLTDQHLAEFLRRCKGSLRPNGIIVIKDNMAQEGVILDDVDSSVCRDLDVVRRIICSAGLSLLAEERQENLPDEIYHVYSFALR
p53null 39C kill: qHTS Screen for Compounds that Selectively Target Cancer Cells with p53 Mutations: Cytotoxicity of p53 Null Cells at the Nonpermissive Temperature; Potency, µM (titrated, usually from 46.1 µM), inactives show at the highest dose activity, negative = cell killing, actives largely listed as cytotoxic; 0.97% of 55,000 active; H1299 p53-null (neo) cells, 39C, ATPlite viability, 24 h; AID 904, 2007;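 further: potency means the concentration at half of the fitted maximal effect; 0% = DMSO only and -100% = full killing by 100 µM tamoxifen; nearly all actives have a fitted effect of over 50% in size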
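Concentration-response (up to 46 uM) was run for 24 h at the nonpermissive 39C on H1299-p53A138V or H1299-neo cells. ATP content was measured with ATPlite luminescence. AC50 values were Hill-modeled after normalizing between DMSO and 100 uM tamoxifen killing.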
FH mod: Identification of activators of human fumarate hydratase by quantitative high-throughput screening | 0.22% of 54,000 active | AID 1347055, 2019 | FH coupled MDH/diaphorase resazurin fluorescence, 15 min | Fumarate hydratase, mitochondrial (Homo sapiens), P07954 | Potency, µM (top dose mostly 79.9 µM), without a hit: at the top dose activity change, negative = inhibition, actives largely listed as inhibitors; further: potency means the concentration at half of the fitted maximal effect; on the % scale 0 is the no-effect control and ±100 the full control effect; the screen sought activators but most active calls are inhibition curves; nearly all actives have a fitted effect of over 45% in size
PTAP-TSG101 blk: qHTS Validation Assay for Inhibitors of HIV-1 Budding by Blocking the Interaction of PTAP/TSG101: Sytravon Library Screen | AID 1347069, 2019 | 44,000 tested, under 10 active | Fluorescence polarization, FITC-PTAP peptide/Tsg101, 20 min | Potency, µM (series often up to 115 µM), for the others: top-dose activity change, negative = inhibition, actives largely listed as inhibitors; further: potency means the concentration at half of the fitted maximal effect; 0% is about no effect
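FITC-labeled PTAP peptide (50 nM final) binding to Tsg101 binding domain (10 uM final) read by fluorescence polarization after 20 min at r.t. in HEPES pH 7.5 buffer. Actives by CRC class, <25 µM.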
B2AR arrestin ag: qHTS assay of beta-arrestin-biased ligands of beta2-adrenergic receptor: NCGC Sytravon Library Screen; HTLA Tango cells, beta-arrestin recruitment, luciferase luminescence, 18 h; Potency, µM (top dose mostly 46.1 µM), inactives show top-dose activation, most hits filed as activators; 44,000 tested, under 10 active; AID 1347077, 2019;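 further: potency means the concentration at half of the fitted maximal effect; 0% = DMSO and full agonism = EC100 isoproterenol or metaproterenol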
Target sequence (P07550 whole entry, looked up): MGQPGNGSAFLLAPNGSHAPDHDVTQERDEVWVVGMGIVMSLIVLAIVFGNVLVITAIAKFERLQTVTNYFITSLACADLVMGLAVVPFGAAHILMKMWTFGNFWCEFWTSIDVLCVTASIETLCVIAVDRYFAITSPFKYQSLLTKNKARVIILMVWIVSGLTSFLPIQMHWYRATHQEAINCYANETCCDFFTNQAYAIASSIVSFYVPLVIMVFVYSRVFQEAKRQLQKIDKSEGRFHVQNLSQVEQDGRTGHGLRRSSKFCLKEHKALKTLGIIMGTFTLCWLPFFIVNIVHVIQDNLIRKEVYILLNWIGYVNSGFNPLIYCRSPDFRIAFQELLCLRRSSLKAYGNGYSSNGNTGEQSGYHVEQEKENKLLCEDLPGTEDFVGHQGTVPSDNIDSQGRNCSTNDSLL
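Luminescence read-out: arrestin recruitment to recombinant beta2-AR releases tTA, inducing luciferase. Cells exposed 18 hr at 37 degrees C to up to 46 microM compound; %Activity from corrected signal, concentration-response curves classified by r2, magnitude and efficacy.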
GALK inhibitor: qHTS Assay for Inhibitors of Human Galactokinase (GALK): NCGC Sytravon Library Screen | P51570 | recombinant GALK, Kinase-Glo ATP luminescence, 1 h | Potency, µM (doses to about 57.5 µM), inactives show at the highest dose activity, negative = inhibition, hits mostly inhibitors | 44,000 tested, under 10 active | AID 1347072, 2019;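 further: plate controls were full GALK reaction for no effect and reaction lacking GALK for full effect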
Target sequence (P51570 whole entry, looked up): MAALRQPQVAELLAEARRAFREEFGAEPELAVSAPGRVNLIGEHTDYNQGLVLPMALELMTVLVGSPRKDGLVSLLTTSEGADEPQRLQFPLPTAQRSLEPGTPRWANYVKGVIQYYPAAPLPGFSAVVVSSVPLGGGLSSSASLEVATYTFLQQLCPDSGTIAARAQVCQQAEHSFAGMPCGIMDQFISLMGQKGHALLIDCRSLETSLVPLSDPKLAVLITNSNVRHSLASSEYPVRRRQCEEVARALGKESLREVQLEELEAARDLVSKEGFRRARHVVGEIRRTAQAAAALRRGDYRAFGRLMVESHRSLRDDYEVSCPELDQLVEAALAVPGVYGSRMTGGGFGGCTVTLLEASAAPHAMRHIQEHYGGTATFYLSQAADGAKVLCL
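5 nM GALK with 35 µM ATP and 100 µM galactose in HEPES pH 8.0, MgCl2, NaCl, DTT, BSA; 1 h RT reaction, remaining ATP detected by Kinase-Glo Plus luminescence after 10 min; qHTS concentration series.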
Numbers without * were called inactive; ? = inconclusive; · = not tested or not shown; [ ] = another dose, or the depositor's remark. The call rests on the fitted dose curve; in most records, active means well fitted curve in the direction sought with a large enough effect; inconclusive means small, poorly fitted or top-dose-only effect, or another doubt; inactive means no such curve, though single readings can be large; an effect the other way counts as inactive or inconclusive.

SMILES	p53null 32C tox	NTMT1 inhibitor	p53null 39C kill	FH mod	PTAP-TSG101 blk	B2AR arrestin ag	GALK inhibitor
CCOC(=O)C1CCCN(S(=O)(=O)c2cc(Br)cc3c2N(C(=O)CC)CC3)C1 (centres undefined)	2.3%	-11.9%	-20.3%	-5.1%	-3.8%	0.1%	2.4%
CCOc1ccc(CNC(=O)CS(=O)(=O)c2cccc3nsnc23)cc1	?	4.0%	10.9%	1.0%	-0.2%	0.1%	1.8%
CC1=Nc2cc(C(=O)NC(C)C)ccc2Sc2ccc(C)cc21	9.4%	-4.6%	?	?	-6.9%	-2.1%	-0.6%
Cc1ccc(N(Cc2cccs2)C(=O)c2ccc(OC(C)C)cc2)cc1	34.9%[activator]	-2.1%	39.2%[activator]	-16.6%	-0.6%	-5.1%	?
CCCCc1nn2c(=O)cc(COC(=O)c3ccccc3NC(=O)C3CCCCC3)nc2s1	-4.1%	7.8%	-4.4%	2.9%	-0.8%	-0.8%	-2.7%
COc1ccc(-c2cc(C(=O)Oc3ccc(C)cc3)c3ccccc3n2)cc1	?	-6.3%	?	-14.4%	-9.3%	0.8%	-2.1%
Cc1cc(Br)cc(C)c1NC(=O)c1cnc2ccccn2c1=O	11.8%	7.3%	-4.5%	-5.3%	0.0%	-0.1%	4.4%
Cc1cccc(CSCCNC(=O)CN(c2ccccc2)S(=O)(=O)N(C)C)c1	6.3%	19.2%	?	-1.1%	-0.9%	-0.4%	1.2%
COc1ccccc1N1CCN(C(=O)CCS(=O)(=O)c2ccc3c(c2)oc(=O)n3C)CC1	1.4%	-0.3%	-22.9%	-18.2%	-3.9%	-0.1%	0.6%
COc1ccc(-c2cn3nc(N4CCCC(C(=O)Nc5ccc(C)c(C)c5)C4)sc3n2)cc1 (centres undefined)	-1.3%	3.2%	-8.8%	-11.6%	-0.1%	-0.9%	-2.9%
COCCCNc1ncnc2c1cnn2-c1ccc(F)cc1	?	-5.1%	8.9%	-4.2%	-1.2%	1.0%	-1.6%
COc1cccc(NC(=O)c2sc3nc(C)c(C(=O)Nc4ccc(C)cc4C)c(-c4ccc(Br)cc4)c3c2N)c1	7.0%	6.5%	0.8%	-8.3%	-7.2%	-0.6%	-0.6%
Cc1ccc(NC(=O)C2CCCN(S(=O)(=O)c3cccc4cccnc34)C2)c(C)c1 (centres undefined)	-2.5%	-1.9%	-11.8%	-14.6%	-1.5%	0.7%	7.9%
Cc1ccc(CCNC(=O)CCSCc2ccccc2F)cc1	-0.1%	17.4%	6.0%	-5.7%	1.4%	0.0%	1.3%
Cc1cc(O)c(-c2ccnc3cc(-c4ccccc4)nn23)cc1Cl	·	?	·	5.6%	-2.9%	0.0%	-2.4%
COc1ccc(-c2noc(CSc3nnc(-c4ccc(Cl)cc4)n3C)n2)cc1OC	-1.4%	-17.2%	-36.5%	?	0.3%	-0.9%	3.9%
Cc1ccc(S(=O)(=O)N2CCN(Cc3ccccc3)CC2)c(C)c1NS(C)(=O)=O	-15.1%	?	13.6%	1.3%	-3.3%	-1.0%	0.8%
Cc1ccc2c(=O)c(C(=O)c3ccccc3)cn(CC(=O)Nc3ccccc3)c2n1	3.7%	9.6%	10.4%	0.4%	2.5%	2.4%	-0.9%
CC(C)OC(=O)c1cccnc1SCC(=O)Nc1ccc(C(F)(F)F)cc1Cl	-10.1%	-22.5%	-2.6%	-3.5%	1.5%	-1.2%	1.2%
Cc1ccc2[nH]c3c(=O)n(CC(=O)N(CCN(C)C)Cc4ccccc4)ncc3c2c1	4.0%	?	-8.1%	-19.4%	2.0%	-0.4%	?
Cc1ccc(C)c(N2CCN(C(=O)CCn3c(=O)[nH]c4ccccc4c3=O)CC2)c1	0.8%	5.4%	-1.8%	-7.0%	-8.2%	-3.3%	0.1%
O=C(Cn1c(-c2cccs2)cc2ccccc21)NCCCN1CCN(c2ccc(F)cc2)CC1	-8.1%	?	4.3%	-8.4%	-1.4%	-1.1%	0.4%
CC(=O)c1ccc(NC(=O)CCc2c(C)nn(-c3ccc(N4CCOCC4)nn3)c2C)cc1	-7.0%	-12.8%	-26.3%	8.1%	-0.4%	0.7%	1.0%
O=C(Cn1ncc2c(Cl)cccc21)NCc1cccc(Cl)c1	-6.5%	15.8%	4.8%	-4.8%	-1.2%	-2.7%	-9.0%
CN(C)c1ccc(CNC(=O)c2sc3ncccc3c2-n2cccc2)cc1	-8.2%	-0.1%	-7.8%	-8.7%	-1.1%	-1.2%	-0.1%
Cc1c(CNC2CCCCCC2)c(C(=O)O)c(C)n1Cc1ccc(F)cc1Cl	-1.6%	-13.8%	-10.2%	-2.1%	-1.8%	-3.7%	6.4%
COc1ccccc1N1CCN(C(=O)c2cnn(-c3cccc(Cl)c3)c2C2CCN(C(=O)OC(C)(C)C)CC2)CC1	24.7%	-4.1%	-4.1%	-14.6%	0.2%	-0.1%	1.3%
COc1ccc(CNC(=O)CN2C(=O)COc3ccc(S(=O)(=O)N4CCOCC4)cc32)cc1	-4.3%	3.5%	?	-3.6%	-5.7%	0.3%	?
Cc1cc(C)cc(-n2ccnc2SCC(=O)Nc2ccccc2F)c1	2.2%	-7.6%	31.3%[activator]	-10.4%	1.9%	0.0%	-6.1%
O=C(Cc1ccccc1)N(Cc1cccnc1)c1nc2ccc(F)cc2s1	10.9%	-2.0%	17.4%	?	-2.1%	-1.9%	-8.1%
CN(C)S(=O)(=O)N1CCC(n2c(C(F)(F)F)nc3cccnc32)CC1	-5.5%	·	7.7%	·	1.5%	-0.9%	-0.9%
CSc1ncc(C(=O)NCc2ccc(C)cc2)c(-c2ccccc2)n1	1.2%	0.2%	15.1%	-5.2%	1.2%	-0.5%	-8.6%
COc1ccc(C(=O)Oc2c(Sc3ccc(Cl)cc3)c(C)nn2C(C)(C)C)cc1OC	34.9%[activator]	12.8%	2.3%	-16.6%	-0.8%	0.4%	0.8%
CC(C)OCCCNC(=O)c1nn(C)c2c1CSc1ccccc1-2	-5.5%	-14.8%	-12.3%	-5.9%	-0.5%	-2.9%	-1.8%
COC(=O)c1c(NC(=O)C(C)Oc2ccc(Cl)cc2Cl)sc2c1CCCC2 (centres undefined)	2.5%	-2.8%	10.0%	-30.0%	0.3%	0.3%	-3.1%
CC(C)c1ccc(NC(=O)Cn2cc(S(=O)(=O)N3CCN(c4ccccc4F)CC3)c3ccccc3c2=O)cc1	9.0%	7.1%	-20.8%	-19.9%	-0.3%	-2.1%	2.7%

Compound profiles (already shown). Screens in order: p53null 32C tox, NTMT1 inhibitor, p53null 39C kill, FH mod, PTAP-TSG101 blk, B2AR arrestin ag, GALK inhibitor
Record of Cc1c(CNC2CCCCCC2)c(C(=O)O)c(C)n1Cc1ccc(F)cc1Cl = -1.6%, -13.8%, -10.2%, -2.1%, -1.8%, -3.7%, 6.4%
Record of COc1ccccc1N1CCN(C(=O)c2cnn(-c3cccc(Cl)c3)c2C2CCN(C(=O)OC(C)(C)C)CC2)CC1 = 24.7%, -4.1%, -4.1%, -14.6%, 0.2%, -0.1%, 1.3%
Record of Cc1cc(C)cc(-n2ccnc2SCC(=O)Nc2ccccc2F)c1 = 2.2%, -7.6%, 31.3%[activator], -10.4%, 1.9%, 0.0%, -6.1%

Next part.
SMILES	p53null 32C tox	NTMT1 inhibitor	p53null 39C kill	FH mod	PTAP-TSG101 blk	B2AR arrestin ag	GALK inhibitor
O=C(Nc1ccc(Br)cc1)C1CCN(c2ncccn2)CC1	-2.4%	7.2%	-29.7%	-13.3%	-5.2%	-1.4%	7.3%
COc1ccc(Cl)cc1NC(=O)c1cc(S(=O)(=O)N2CCc3ccccc32)cn1C	6.9%	17.5%	12.6%	-5.4%	-2.0%	4.0%	2.0%
COc1ccc(C)cc1N(C)C(=O)c1c2c(nc3ccccc13)C(=O)N(C1CCCCC1)C2	3.1%	-3.7%	-6.7%	-3.8%	-2.6%	0.4%	4.1%
COc1ccc(C(=O)NCC(c2cccnc2)N2CCc3ccccc32)cc1 (centres undefined)	-5.2%	1.6%	-13.5%	-1.7%	-0.5%	-0.4%	?
Cc1ccccc1-c1nc(CS(=O)(=O)CC(=O)Nc2c(C)cccc2C)c(C)o1	1.5%	-0.1%	-12.4%	7.3%	1.1%	0.9%	6.4%
CC(C)(C)C(=O)NC1CC(=O)N(c2ccc3c(c2)OCCO3)C1 (centres undefined)	-1.8%	4.5%	17.2%	-13.0%	-9.3%	-2.8%	-0.9%
Cc1cccc(NC(=O)c2cnn(-c3ccccc3)c2-n2cccc2)c1C	21.6%	-2.7%	-16.8%	-6.5%	-6.0%	-3.6%	-10.6%
CCOc1ccccc1CNC(=O)Cn1ncn2nc(-c3cccs3)cc2c1=O	2.4%	1.2%	-10.2%	-0.2%	-3.8%	-3.1%	-11.5%
COc1cc(-c2nc3sccn3c2Nc2c(C)cccc2C)ccc1O	9.4%	?	-7.2%	15.8µM*	-5.6%	-1.3%	-1.3%
CCOC(=O)c1c(NC(=O)c2ccc(S(=O)(=O)N(CCOC)CCOC)cc2)sc2c1CC(C)(C)NC2(C)C	-3.8%	-26.6%	4.6%	-26.5%	-1.5%	4.0%	-1.7%
COc1ccc(C(=O)c2oc3ccccc3c2NC(=O)c2ccc(F)cc2)cc1	-5.7%	10.8%	9.3%	-10.1%	-3.6%	0.0%	3.5%
CCCCN(CC)CCCNC(=O)Cn1nc(CC)n2c(cc3sccc32)c1=O	-6.6%	?	-2.2%	-1.7%	2.1%	0.7%	0.0%
CCOC(=O)c1ccc(OC(=O)c2cn(-c3ccc(C)cc3)c(=O)c3ccccc23)cc1	-9.1%	10.5%	-8.6%	-0.3%	-0.1%	-0.2%	1.7%
COc1ccc(CNc2oc(-c3ccc(COc4ccccc4C)o3)nc2C#N)cc1	-2.4%	-3.2%	26.0%	-16.0%	0.2%	-4.4%	-9.2%
CC(C)COc1ccc(Nc2ncnc3ccc(Br)cc23)cc1	-8.6%	-1.6%	21.9%	7.1%	0.4%	-1.7%	0.1%
COc1cccc(NC(=O)Nc2ccc3snnc3c2)c1	-0.6%	-5.9%	-27.3%	-12.9%	1.0%	-3.4%	6.8%
Cc1ccc(C)c(OCCSc2nc3ccccc3n2CC(=O)N2CCOCC2)c1	-0.5%	?	7.0%	?	2.0%	-2.4%	2.0%

The list is partial. The share of hits here may be higher or lower than overall.
